Source: PubChem (The Scripps Research Institute Molecular Screening Center)
SRC1 TRFRET art – TR-FRET artefact, counter-screen to PPARgamma/SRC-1 agonist assay; TR-FRET ratio at 8 µM; 99,000 tested, 0.34% active; AID 1051; TR-FRET detection artefact counter-screen, emission ratio; stronger effect = higher value; in the data active = TR-FRET ratio above about 2300; also: inactives centre near 1800; reference of the scale not given here
SRC3 TRFRET art – TR-FRET artefact, counter-screen to PPARgamma/SRC-3 agonist assay; PPARgamma/SRC-3 format; stronger effect = higher value; TR-FRET ratio at 8 µM; 99,000 tested, 0.39% active; AID 1048; in the data active = TR-FRET ratio above about 2000; also: inactives centre near 1600; reference of the scale not given here
* marks the source's active call; other numbers are inactive results.

SMILES	SRC1 TRFRET art	SRC3 TRFRET art
COc1ccc(/C(CC2(O)C(=O)Nc3ccccc32)=N\O)cc1 (stereo not drawn)	1744	1521
CN(C)c1nc(NCc2ccccc2)nc(N/N=C/c2cccc(Br)c2)n1	1863	1624
CCN(CC)C(=O)Cn1c(=O)n(CCCCCC(=O)Nc2ccccc2)c(=O)c2sccc21	2170	1765
COc1ccccc1C(c1nnnn1CC1CCCO1)N1CCN(c2ccccc2)CC1 (stereo not drawn)	1773	1658
Cc1cc(C)cc(OCc2ccc(C(=O)NC3CCOC3=O)o2)c1 (stereo not drawn)	1995	1712
COc1cc(CNCCNC(=O)c2cccs2)cc(OC)c1OC	1682	1606
Brc1ccccc1-n1nnc(-c2ccnc3ccccc23)n1	1728	1639
CC(=O)C(Sc1ccc2nnc(-c3cccnc3)n2n1)C(C)=O	1556	1758
CC(=O)N1CCC(N2CCN(Cc3ccc(C)cc3)C(CCO)C2)CC1 (stereo not drawn)	1828	1309
Cc1cccc(NC(=O)CN2C(=O)N/C(=C/c3ccc(C)s3)C2=O)c1	1985	1557
Cc1ccc(-n2c([S-])c(C(=O)Nc3ccc(OC(F)F)cc3)[n+]3ccc(C(=O)NCCO)cc23)cc1C	1855	1628
CN(Cc1cnccn1)Cc1nc(Cc2ccccc2Cl)no1	1522	1508
CNC(=S)N(CCc1c(C)[nH]c2ccc(Cl)cc12)Cc1cc(OC)c(OC)c(OC)c1	1638	1442
O=C(O)C1=NOC(CNC(=O)c2ccccc2Cl)C1 (stereo not drawn)	1624	1534
Cc1cc2cc(CCNC(=O)c3ccc(C)c([N+](=O)[O-])c3)c(=O)[nH]c2cc1C	1843	1468
CCOC(=O)C1(CCc2ccccc2)CCN(C(=O)c2cccc(C)n2)CC1	1815	1777
Cc1c(Cl)cccc1NC(=O)NCc1ccncc1	1679	1257
CCN(C(=O)CSc1nnc(-c2ccncc2)n1Cc1ccccc1)C1CCS(=O)(=O)C1 (stereo not drawn)	1726	1440
Cc1ccc[n+](C(C)C(=O)c2ccc(-c3ccccc3)cc2)c1 (stereo not drawn)	1796	1372
CCN(C(=O)COC(=O)/C=C/c1cnc2ccccc2n1)c1ccccc1	1812	1674
C=CCOc1ccc(Br)cc1/C=C1/SC(=Nc2ccc(C(=O)O)cc2)NC1=O	1865	1485
CCN(CCCc1ccccc1)CCCc1ccccc1	1857	1600
O=C(COC(=O)/C=C/c1ccccc1[N+](=O)[O-])NCC(F)(F)F	1952	1818
O=C(c1ccc(S(=O)(=O)c2ccccc2Cl)c([N+](=O)[O-])c1)N1CCCCCC1	1737	1675
COC(OC)c1ccnc(-c2ccc(OC(=O)c3cccs3)cc2)n1	1929	1579

New compounds follow:
SMILES	SRC1 TRFRET art	SRC3 TRFRET art
CC(=O)N1N=C(c2cccs2)CC1c1cccs1 (stereo not drawn)	1912	1591
CCc1ccccc1OCC(=O)OCC(=O)N1CC(=O)Nc2ccccc21	1732	1568
N#Cc1ccccc1N=Cc1ccc(Br)cc1	1864	1448
Cc1ccc(S(=O)(=O)NC(=O)c2cc(C)n(-c3ccccc3)c2C)cc1	1697	1651
COc1cc(NC(=S)NC(C)(C)C)c(OC)cc1Cl	2038	1548
COc1cc(N/N=C/c2ccc(N(C)C)cc2)ncn1	1536	1647
CN(C)/C=N/c1ncc(C(=O)OC(C)(C)C)s1	1615	1417
O=C(CSc1nnc2ccccn12)NNC(=O)c1ccc(Cl)cc1	1765	1814
Cc1ccc(NC(=O)CC(NCC2CCCO2)C(=O)O)cc1C (stereo not drawn)	1988	1603
CCCn1c(SCC(=O)c2ccc3c(c2)OCCO3)nc2c1c(=O)n(C)c(=O)n2C	1879	1661
CCCCNC(=S)N/N=C/C1=CCC2CC1C2(C)C (stereo not drawn)	1691	1618
Cc1ccc(-c2nnn(C/C(N)=N/O)n2)cc1	1793	1468
Cc1c(NC(=O)COC(=O)c2ccc(F)c(S(=O)(=O)N3CCOCC3)c2)c(=O)n(-c2ccccc2)n1C	1979	1606
Fc1ccc(Nc2nc(-c3ccncc3)cs2)cc1	1587	1310
CCCC(=O)N(c1ccccc1)C1C=CS(=O)(=O)C1 (stereo not drawn)	1772	1739
COc1cc(C(=O)NNC(=O)c2cc(C)[nH]n2)cc(OC)c1OC	1750	1356
c1ccc2sc(NN=C3CCCC3)nc2c1	1644	1323
Cc1cc(C(=O)CCl)c(C)n1-c1cccc([N+](=O)[O-])c1	1486	1372
CCOC(=O)c1cccc(NC(=O)C2(S(=O)(=O)c3ccc(C)cc3)CC2)c1	1841	1360
Cc1ccc(-c2nc(CN3CCCCC3CCN3CCCC3=O)c(C)o2)o1 (stereo not drawn)	1709	1849
C=CCc1ccccc1OCCSc1nc2ccc([N+](=O)[O-])cc2s1	1938	1380
COc1ccc(N2CCN(C(=O)CNS(=O)(=O)c3ccc(C)c(C)c3)CC2)cc1	1817	1451
CN(C)CCN(C(=O)CCc1ccccc1)c1nc2c(F)cc(F)cc2s1	1492	1526
O=C(O)C1CCCCC1C(=O)N1CCCC1 (stereo not drawn)	1838	1581
Cc1cc(SCC(=O)c2cccs2)n2nc(C)c(-c3ccccc3)c2n1	1689	1516

(continued)
SMILES	SRC1 TRFRET art	SRC3 TRFRET art
COc1ccc(NS(=O)(=O)c2cccc(N3CC(O)=C(c4ccccc4)C3=N)c2)cc1	1914	1663
O=C(O)c1ccc2c(c1)C(=O)N(c1ccc(/C=C/C(=O)c3ccccc3)cc1)C2=O	1912	1529
COc1ccc([N+](=O)[O-])cc1N1C(=O)c2cccc3cccc(c23)C1=O	1629	1638
CC(C)CC(c1nnnn1C1CCCC1)N1CCC(C(N)=O)CC1 (stereo not drawn)	1839	1663
O=[N+]([O-])c1cccc(/C([O-])=C(/C(=S)Nc2ccccc2)[n+]2ccccc2)c1	1527	1450
CC(C)(C)[C@H]1C=C(C(=O)N2CCN(Cc3ccccc3)CC2)O[C@@H](OCCCCO)C1	1556	1586
CCOc1cc(/C=N/N2C(=O)NC3(CCCCC3)C2=O)cc(Br)c1O	1689	1573
CC(C)Cc1nnc(NC(=O)CCc2c[nH]c3ccccc23)s1	1769	1693
CC(C)C(C(=O)OCC(=O)c1cccc([N+](=O)[O-])c1)N1C(=O)[C@@H]2[C@H]3CC[C@H](C3)[C@@H]2C1=O (stereo partly drawn)	1774	1569
Cc1cccc(N(CC(=O)O)CC(=O)O)c1	1783	1487
CCOC(=O)c1[nH]c(C)c(/C(O)=C2\C(=O)C(=O)N(CCN3CCOCC3)C2c2ccco2)c1C (stereo not drawn)	1974	1623
O=c1n(-c2ccc(Br)cc2)cnn1-c1ncccc1[N+](=O)[O-]	1514	1487
C/C(=N\NC(=O)CN(c1ccc(Oc2ccccc2)cc1)S(C)(=O)=O)C(C)(C)C	1574	1587
Cc1ccc(-n2cc(CNCCCN3CCCC3=O)c(-c3ccc(F)cc3)n2)cc1	2030	1405
CCOC(=O)CSc1nc(CC)nc2ccccc12	1930	1564
O=C1CCCN1S(=O)(=O)c1ccccc1	1761	1567
CC1CCC(NC(=O)C(NC(=O)c2ccccc2)C(C)C)CC1 (stereo not drawn)	1897	1666
CCOC(=O)CC(=O)CSc1nc2ccc(OC)cc2cc1C	1910	1704
CCOC(=O)C1CCCN(c2c(N3CCN(c4cccc(Cl)c4)CC3)c(=O)c2=O)C1 (stereo not drawn)	1818	1247
C=CCNC(=S)NNC(=O)c1ccco1	1830	1675
CCCCC(CC)Cn1c(O)c(/C=C2\C=NN=C2c2ccccc2)sc1=S (stereo not drawn)	1842	1531
Cc1ccc(S(=O)(=O)c2nc(S(C)(=O)=O)sc2NCc2ccc3c(c2)OCO3)cc1	1821	1974
Cc1ccccc1NNC(N)=S	1702	1780
CC(=O)Nc1ccc(/C=N/N2C(C)CCCC2C)cc1 (stereo not drawn)	1887	1657
Cc1ccnc(-n2c(C)cc(C=O)c2C)c1	1715	1611

Remaining list, next part.
SMILES	SRC1 TRFRET art	SRC3 TRFRET art
COc1cc(CNC(C)(C)C)cc(Br)c1OCc1cccs1	1784	1662
Cc1cc(C)n2nc(SCC(=O)N(C)c3c(N)n(Cc4ccccc4)c(=O)[nH]c3=O)nc2n1	1728	1588
Cc1cccc(Nc2nc(NCc3ccco3)c3ccccc3n2)c1	2113	1681
Cc1ccc(N2CC(C(=O)O)CC2=O)cc1 (stereo not drawn)	1565	1595
CC1(C)CC(NC(=O)Nc2ccc([N+](=O)[O-])cc2)CC(C)(C)N1	1718	1576
Cc1ccc(C(=O)CC(SCC(=O)O)c2ccc([N+](=O)[O-])cc2)cc1 (stereo not drawn)	1954	1566
COCCNC(=O)/C(C#N)=C/c1ccc2c(c1)OCO2	1689	1589
CCCCNC(=O)Cn1cnc([N+](=O)[O-])n1	1935	1461
O=C(CCCN1C(=O)c2ccccc2C1=O)N1CCOCC1	2093	1584
Cc1ccc(S(=O)(=O)N2CCC(=O)N(CCOC(=O)Nc3ccc(C)c(C)c3)CC2)cc1	1622	1568
N/C(=N\OC(=O)CCC(=O)O)c1ncc(C(F)(F)F)cc1Cl	1806	1312
OCC1(CCc2ccccc2)CCN(Cc2cnc(N3CCCC3)s2)CC1	2039	1760
COc1ccccc1NC(=S)N(Cc1ccco1)Cc1cc2cc(C)ccc2[nH]c1=O	2018	1670
Clc1ccc(-c2noc(CN(Cc3ccccn3)CC3CCCO3)n2)cc1 (stereo not drawn)	1677	1619
O=C(COC(=O)c1ccc([N+](=O)[O-])o1)NC1CCS(=O)(=O)C1 (stereo not drawn)	1702	1564
Fc1cccc(F)c1/C=N/NC(=S)Nc1cccnc1	1993	1746
COc1cc(C2C3=C(CCCC3=O)Nc3ccc4ncccc4c32)ccc1O (stereo not drawn)	2013	1709
COc1ccc2nc(C)cc(SCC(=O)Nc3c(C)cccc3C)c2c1	2033	2003
COc1cc(C(=O)Nc2nnc(SC)s2)c([N+](=O)[O-])cc1OC	1835	1696
O=C(N/N=C/c1ccncc1)c1cc(Br)ccc1OCc1ccccc1	1681	1698
Cc1ccc(NC(=O)CNCc2ccccn2)cc1S(=O)(=O)N(C)C	1962	1743
CC(C)(C)[C@H]1C=C(C(=O)Nc2ccccc2)O[C@@H](OCc2ccc(CO)cc2)C1	1588	1603
O=C(Cn1c(N2CCN(C/C=C/c3ccccc3)CC2)nc2ccccc21)c1ccccc1	1814	1680
CCCNc1ncnc2nc[nH]c12	2101	1609
Cc1nc2c(nnn2Cc2ccccc2)c(=O)[nH]1	1952	1466

Later entries:
SMILES	SRC1 TRFRET art	SRC3 TRFRET art
O=C(O)/C=C/c1ccc(S(=O)(=O)N2CCCCCC2)cc1	1959	1596
Cc1cc(=O)[nH]c(SCC(=O)Nc2ccccc2C)n1	1972	1560
O=C(CN1C(=O)c2cccc3cccc(c23)C1=O)N1CCN(c2ccccn2)CC1	1743	1680
COc1ccc2cc(CCNC(=O)c3c(-c4ccccc4Cl)noc3C)c(=O)[nH]c2c1	1694	1551
O=C(NCCc1ccc2c(c1)OCCO2)c1cc(F)cc(F)c1	1815	1775
CCCCCC(=O)NCc1c(C(F)(F)F)nn(C)c1N1CCOCC1	1708	1274
CC(=O)NCCC(=O)Nc1cc(S(=O)(=O)N2CCOCC2)ccc1N1CCOCC1	1772	1562
CC(NC(=O)Nc1ccc([N+](=O)[O-])cc1)C(c1ccccc1)N1CCOCC1 (stereo not drawn)	1745	1497
CC1=Nc2ccc3ccccc3c2C1(C)C	1806	1564
Cc1cccc(-c2n[nH]c(=S)n2/N=C/c2ccc(C)s2)c1	1900	1605
Cc1cccc(NC(=S)NC2CCN(Cc3ccccc3)CC2)c1C	2076	1676
Cc1cccc(N2CC(O)(c3cccs3)[N+]3=C2CCCCC3)c1 (stereo not drawn)	1733	1384
Cc1nnc(SCc2ccc(Cl)cc2)nc1/C=C/N(C)C	1764	1438
Cc1cccc2c1N(C)C(=O)C2=O	1826	1502
S=C(Nc1cccc(Cl)c1)Nc1ccc2cn[nH]c2c1	1728	1426
Clc1ccc(CNc2ccc3nnc(-c4ccccc4)n3n2)cc1	1735	1760
Cc1ccc(/C=N/n2c(C3CCCCC3)n[nH]c2=S)o1	1584	1654
CCC/C(=N/NC(=O)c1ccc2c(c1)OCO2)c1cccs1	1737	1469
C[C@@H]1C[C@H]2[C@@H]3CCC4=CC(=O)C=C[C@]4(C)[C@@]3(F)[C@@H](O)C[C@]2(C)[C@H]1C(=O)CO	1681	1677
CCN(Cc1ccncc1)C(=S)NCc1ccccc1	1621	1465

The list is partial; count on the stated rates, not on these rows.
